MmCpn inh – inhibitors of Methanococcus maripaludis chaperonin (MmCpn); purified Mm-Cpn ATPase, ADP Transcreener TR-FRET; Potency, µM (series often up to 76.9 µM), without a hit: at the top dose activity, negative = inhibition, hits mostly inhibitors; 330,000 compounds, 0.031% hits; AID 504842; also: potency is read from the fitted curve at half-maximal effect; % is scaled to controls: 0 for no effect and ±100 for the full control effect; nearly all actives have a fitted effect of over 80% in size
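Reaction buffer contained 30 mM Tris pH 7.4, 100 mM KCl, 5 mM MgCl2 and 1 mM DTT. Mm-CPN (25 nM final) hydrolysed 10 uM ATP over 30 min at 37°C; ADP was read by HTRF.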
Abeta yeast res – restores growth of yeast expressing A-beta42 peptide | yeast expressing A-beta42, growth rescue, OD600, 48 h; response scale: 0% DMSO, 100% iron-clioquinol control | Potency, µM (highest dose often 46.1 µM), for the others: at the top dose growth rescue, actives largely listed as activators | 410,000 compounds, 0.063% hits; also: potency is read from the fitted curve at half-maximal effect; nearly all actives have a fitted effect of over 55% in size
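Growth rescue measured by 600 nm absorbance after 48 h yeast culture at 30 C with compound. Values normalized between DMSO and an equimolar ferric chloride plus clioquinol control.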
Akt phos inh – blocks phosphorylation of Akt; activity change, % for hits at 50 µM; Neuro2A IGF-stimulated pAkt S473 HTRF, 20 min; active compounds read low; AID 651550; 360,000 compounds, 0.32% hits; in the data active = activity change below about -80%; inconclusive = mostly about -51% to -80%; also: % is scaled to controls: 0 for no effect and ±100 for the full control effect
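Single-point screen (50 µM final compound) in Neuro2A cells stimulated 20 min with 6 nM IGF at 37 deg C. After lysis, Ser473-phosphorylated Akt read by HTRF (ex 330 nm, em 615/665 nm) as the 665/615 ratio.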
Nrf2 block – inhibitors of Nrf2 signaling; A549 ARE-Fluc reporter, luciferase luminescence, 18-24 h; Potency, µM (series often up to 46 µM), inactives show top-dose activity change, negative = inhibition, usual class: inhibitors; 360,000 compounds, 2.1% hits; also: potency is read from the fitted curve at half-maximal effect; % is scaled to controls: 0 for no effect and ±100 for the full control effect; nearly all actives have a fitted effect of over 60% in size
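Nrf2 activity is the BugLite luminescence, read 15 min after reagent at room temperature, following CellTiter-Fluor cytotoxicity readout (30 min, 37C). Compound titrations were applied for 18-24 h to 5000 A549 ARE_Fluc cells/well in 5% FBS OPTI-MEM.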
HepG2 viability – counter-screen for TGF-b inhibitors: cytotoxicity in HepG2 cells | AID 588856 | Potency, µM (highest dose often 46.1 µM), inactives show top-dose activity change, negative = cytotoxicity, most hits filed as cytotoxic | HepG2 CAGA-GFP viability, ATP luminescence, 18 h | 410,000 compounds, 0.76% hits; also: potency is read from the fitted curve at half-maximal effect; some results filed as inactive show a strong effect at the top dose
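CellTiter-Glo luminescence gave cytotoxicity after 18 hours at 37 degrees C. The cells were HepG2 CAGA-GFP in 1% FBS DMEM, stimulated with 500 pg/mL TGF-beta after compound addition. %Activity was normalised to no-cell wells (complete cell-killing) and DMSO (no toxicity), and curves were fitted and classified.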
Nrf2 ARE act – activators of Nrf2 (ARE) signaling | AREc32 ARE-luciferase reporter (MCF7-derived line), luminescence, 24 h | 410,000 compounds, 0.31% hits | Potency, µM (series often up to 46.1 µM), inactives show at the highest dose activation, most hits filed as activators | AID 624171; also: potency is read from the fitted curve at half-maximal effect; % of control where 0% means no effect; nearly all actives have a fitted effect of over 65% in size
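Quantitative high-throughput format: AREc32 reporter cells, 1000 per well, received compound by pin transfer and were incubated 24 hr at 37 deg C, 5% CO2, before Steady-Glo luminescence detection.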
CCT modulator – changes cytosolic chaperonin activity. activity change, % (concentration not given with the values), hits read low. purified chaperonin ATPase assay, HTRF ADP detection, 30 min. 360,000 compounds, 0.3% hits; in the data active = activity change below about -30%; also: % is scaled to controls: 0 for no effect and ±100 for the full control effect
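We incubate TRiC, 40 or 20 nM final, with library compounds at 76 uM and 10 uM ATP for 30 min at 37 °C. ADP formed is detected with Transcreener HTRF reagents after 30 min at room temperature.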
A549 viability – counter-screen for Nrf2 inhibitors: cytotoxicity in A549 cells | Potency, µM (titrated, usually from 46 µM), inactives show at the top dose activity change, negative = cytotoxicity, usual class: inhibitors | A549 ARE-Fluc cells, CellTiter-Fluor viability, 18-24 h | 390,000 compounds, 0.16% hits | AID 504648; also: potency is read from the fitted curve at half-maximal effect; % is scaled to controls: 0 for no effect and ±100 for the full control effect
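A549 ARE-Fluc cells in 5% FBS OPTI-MEM, 5000 cells/well, rested 2 h then exposed to compounds in concentration-response for 18-24 h at 37 °C. Viability by CellTiter-Fluor fluorescence (Ex 405/Em 525) after 30 min; luciferase luminescence (BugLite, 15 min, RT) read afterwards.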
TGFb SMAD3 inh – inhibitors of TGF-b signaling; 410,000 compounds, 1.2% hits; Potency, µM (top dose mostly 46.1 µM), without a hit: at the top dose activity, negative = inhibition, most hits filed as inhibitors; HepG2 CAGA-GFP TGF-b/SMAD3 reporter, GFP fluorescence, 18 h; TGF-beta stimulated, 500 pg/mL final; AID 588855; also: potency is read from the fitted curve at half-maximal effect; % is scaled to controls: 0 for no effect and ±100 for the full control effect; nearly all actives have a fitted effect of over 65% in size
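HEPG2 CAGA-GFP cells (1000/well, DMEM with 1% FBS) were pre-incubated 2 h at 37 degrees C, given compound by pin tool, then stimulated with TGF-beta at 500 pg/mL final for 18 h before per-cell GFP fluorescence imaging.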
Starred values were filed as active, the others as inactive; i = inactive; u = inconclusive; x = no result given; [ ] = another dose, or the depositor's remark. Unless noted, calls follow the shape of the dose curve; as a rule, active = well fitted curve in the direction sought with a large enough effect; inconclusive = small, poorly fitted or top-dose-only effect, or another doubt; inactive = no such curve, though single readings can be large; an effect the other way counts as inactive or inconclusive.

SMILES | MmCpn inh | Abeta yeast res | Akt phos inh | Nrf2 block | HepG2 viability | Nrf2 ARE act | CCT modulator | A549 viability | TGFb SMAD3 inh
Cc1ccccc1NC(=O)/C(C#N)=C/c1ccc(Cl)cc1Cl | x | 1% | x | 0% | -27% | 0.0% | x | -1% | -15%
O=c1c2c(nc3n1CCCCC3)-c1ccccc1CC21CCCCC1 | 1% | -7% | i | 5% | -25% | 0.3% | -1.8 | 8% | 9%
COc1cccc(NC(=O)c2sc3nc(N4CCOCC4)c4c(c3c2N)CC(C)(C)OC4)c1 | x | -9% | x | 4% | -4% | 0.2% | x | -4% | 24%
NC(=O)NC(=O)CN1c2cccc3cccc(c23)S1(=O)=O | 1% | 3% | i | -22% | 0% | 2.0% | -1.1 | -10% | 18%
Cc1ccc2ncnc(NCc3ccco3)c2c1 | x | x | x | u | -16% | x | x | -9% | 6%
CCOc1ccccc1NC(=O)N1CCC(c2nc3ccccc3[nH]2)CC1 | -1% | -2% | i | 5% | -5% | 4.0% | 0.8 | -6%[1.84 µM] | -16%
COc1ccc(N(C(=O)c2snc(C(N)=O)c2N)C(C(=O)NCc2ccccc2)c2ccc(F)cc2)c(OC)c1 (stereo not drawn) | -11% | -5% | i | u | 1% | 0.7% | -1.3 | -14% | -6%
COc1cc(CN2CC(C)CC(C)C2)cc([N+](=O)[O-])c1O (stereo not drawn) | -4% | 23% | i | 3% | -8% | 0.2% | 1.1 | -11% | 6%
Cc1onc(C(=O)Nc2ccc(OC(F)(F)F)cc2)c1[N+](=O)[O-] | -1% | 14% | i | 11% | -2% | 3.3% | 0.0 | 0% | -1%
ClC(CCN1CCN(Cc2ccccc2)CC1)c1ccccc1 (stereo not drawn) | x | 21% | i | 2% | 1% | -0.5% | -1.7 | -4% | 21%

Next structures.
SMILES | MmCpn inh | Abeta yeast res | Akt phos inh | Nrf2 block | HepG2 viability | Nrf2 ARE act | CCT modulator | A549 viability | TGFb SMAD3 inh
C=CCN1C(=O)/C(=C\C=C2\N(C)c3ccccc3C2(C)C)SC1=S | 1% | -5% | i | -12% | 1% | -0.3% | 1.7 | u | 20%
CCn1c(SCC(=O)OC2CCCCC2)nc2ccccc2c1=O | 2% | -1% | i | 10% | -32% | -0.2% | 1.9 | 7% | u
CS(=O)(=O)CCC(C(=O)OCc1ccc(Br)cc1)N1C(=O)c2ccccc2C1=O (stereo not drawn) | -1% | -2% | i | u | 4% | 0.3% | -0.8 | 1% | -5%
O=C(Nc1ccc(S(=O)(=O)N2CCOCC2)cc1)C1CCN(S(=O)(=O)c2ccccc2)CC1 | -1% | 0% | i | -23% | -11% | 0.0% | 0.9 | -6% | -14%
CCc1nc2ccccc2n1CC1CC1(Cl)Cl (stereo not drawn) | -1% | -1% | i | 3% | -45% | -0.6% | -0.1 | 0% | 14%
O=C(Nc1nnc(-c2ccc3c(c2)CCCC3)o1)c1ccccc1Cl | -3% | 21% | i | -4% | -7% | 8.2% | -0.9 | -9% | u
COC(=O)C1CCCCN1C(=O)CCc1nnc(CCc2c[nH]c3ccccc23)o1 (stereo not drawn) | 2% | 6% | i | -6% | 4% | -0.4% | -0.2 | -1% | 4%
CCCCCCOc1ccc(C(=O)O)cc1C#N | 0% | -59%[inhibitor] | i | -3% | -11% | 0.4%[9.22 µM] | -1.8 | -1% | -28%
Cc1ccc(CN(Cc2ccco2)C(=O)COc2c(C)cc(C)cc2C)cc1 | x | -30% | x | u | -82% | 5.2% | x | -6% | u
Cc1sc2ncn(CC(=O)Nc3cccc(C(F)(F)F)c3)c(=O)c2c1S(=O)(=O)N1CCC(C)CC1 | x | -18% | x | -6%[9.27 µM] | -10% | -0.4% | x | 8% | u

Full records as entered above. Order of values: MmCpn inh | Abeta yeast res | Akt phos inh | Nrf2 block | HepG2 viability | Nrf2 ARE act | CCT modulator | A549 viability | TGFb SMAD3 inh
`Cc1sc2ncn(CC(=O)Nc3cccc(C(F)(F)F)c3)c(=O)c2c1S(=O)(=O)N1CCC(C)CC1` is listed with x | -18% | x | -6%[9.27 µM] | -10% | -0.4% | x | 8% | u
`CCCCCCOc1ccc(C(=O)O)cc1C#N` is listed with 0% | -59%[inhibitor] | i | -3% | -11% | 0.4%[9.22 µM] | -1.8 | -1% | -28%
`O=C(Nc1ccc(S(=O)(=O)N2CCOCC2)cc1)C1CCN(S(=O)(=O)c2ccccc2)CC1` is listed with -1% | 0% | i | -23% | -11% | 0.0% | 0.9 | -6% | -14%
`CCc1nc2ccccc2n1CC1CC1(Cl)Cl` (stereo not drawn) is listed with -1% | -1% | i | 3% | -45% | -0.6% | -0.1 | 0% | 14%

(continued)
SMILES | MmCpn inh | Abeta yeast res | Akt phos inh | Nrf2 block | HepG2 viability | Nrf2 ARE act | CCT modulator | A549 viability | TGFb SMAD3 inh
Cc1ccc(C)c(N2CN(Cc3cccnc3)CNC2=S)c1 | -3% | -3% | i | 10% | 26% | -0.4% | -2.2 | -3% | -14%
Cc1ccc(Sc2ccc(N3CCC(C(=O)Nc4ccc(C)c(F)c4)CC3)nn2)cc1 | x | 2% | x | 14% | -5% | -0.5% | x | -3% | -22%
COc1cc(C=NNC(=O)c2cccnc2)ccc1OC(=O)c1ccccc1F | 2% | 8% | i | 9% | 2% | 1.9% | -0.2 | 1% | 8%
CSc1nc(-c2ccccc2)nc2c1COC(C)(C)C2 | 3% | -9% | i | 4% | -9% | -0.8% | -0.5 | -2% | 6%
CN(C)c1cccc(C(=O)NNC(=O)CN2C(=O)C3CC=CCC3C2=O)c1 (stereo not drawn) | -9% | 2% | i | u | 5% | 2.8% | 0.3 | 0% | 18%
CCC1CN(C(=O)N2CCC(C(=O)NCc3ccc(OC)cc3OC)CC2)c2cc(C)ccc2O1 (stereo not drawn) | x | 2% | x | -7% | -38% | 1.1% | x | u | u
COc1ccc(C(=O)Nc2nc(-c3ccc([N+](=O)[O-])cc3)c(-c3ccc(OC)cc3)s2)cc1 | -2% | 5% | i | 1% | 18% | -0.1% | 0.6 | -2% | 3%
Cc1cccc(C(=O)NCC2CCCO2)c1 (stereo not drawn) | 1% | 5% | i | x | -6% | -0.1% | -2.4 | -1% | 21%
CCc1ccc(C(CC(=O)c2ccc(Cl)cc2)C(=O)O)cc1 (stereo not drawn) | 0% | -60%[inhibitor] | i | -3% | -19% | 0.0% | -3.3 | -4% | u
Cc1ccc(OCC(=O)N2c3ccccc3NC(=O)C2(C)C)c([N+](=O)[O-])n1 | 2% | -6% | i | -12% | -18% | 0.2% | -2.4 | 6% | -6%

(listing goes on)
SMILES | MmCpn inh | Abeta yeast res | Akt phos inh | Nrf2 block | HepG2 viability | Nrf2 ARE act | CCT modulator | A549 viability | TGFb SMAD3 inh
CCOC(=O)c1sc(/N=C/c2ccc(O)cc2O)cc1C | 1% | 8% | i | -16% | -14% | 2.3% | -1.8 | -5% | 1%
CC(C)(C)C(=O)Cn1c[n+](N)cn1 | 0% | 14% | i | x | -8% | -0.8% | -0.9 | 8% | 1%
Cc1[nH]nc2c1C(c1ccc3c(c1)OCO3)C(C#N)=C(N)O2 (stereo not drawn) | 1% | 13% | i | -11% | -7% | 0.2% | -8.5 | 4% | -7%
CC(C)n1cc(/C=C/c2cc[n+](C)cc2)c2ccccc21 | -3% | -13% | i | 2.3µM* | -13% | 0.1%[9.22 µM] | 1.7 | u | 158%[activator]
CNC(=O)c1ccccc1NC(=O)c1cccc(S(=O)(=O)N2CCC(C)CC2)c1 | 0% | -2% | i | u | -18% | 2.0% | -2.7 | -8% | u
O=C(NNC(=O)c1cc(-c2ccco2)nc2ccccc12)c1ccccc1 | -7% | 10% | i | 1% | -10% | u | -0.2 | 1% | -5%
O=C(/C=C/c1ccc(F)cc1)N1CCN(S(=O)(=O)/C=C/c2ccccc2)CC1 | 1% | -14% | i | 4% | 2% | 0.0% | 0.3 | 0% | 15%
CC1CCN(CCNC(=O)C2CCCN(S(=O)(=O)c3cccc4nsnc34)C2)CC1 (stereo not drawn) | -1% | 3% | i | u | -12% | -0.1% | 0.0 | 7% | -7%
c1ccc(-n2nnc(-c3cccnc3)n2)cc1 | x | -8% | i | u | -16% | 26% | 0.6 | 0% | 2%
CC(=O)N1CCCc2ccccc21 | 0% | -7% | x | 5% | -9% | 0.4% | 2.1 | -5% | -22%

Other records.
SMILES | MmCpn inh | Abeta yeast res | Akt phos inh | Nrf2 block | HepG2 viability | Nrf2 ARE act | CCT modulator | A549 viability | TGFb SMAD3 inh
Cc1cc(C(=O)Nc2cccc(C)c2C)c2c(C)nn(-c3cccc(F)c3)c2n1 | x | 0% | x | u | 13% | 0.4% | x | -6% | 2%
CC(=O)c1cccc(NC(=O)N2CCC(NC(=O)C34CC5CC(CC(C5)C3)C4)CC2)c1 | 1% | 11% | i | 1% | 1% | 2.4% | -1.1 | -2% | 27%
CC1CN(C(=O)c2cc3cc([N+](=O)[O-])ccc3s2)CC(C)O1 (stereo not drawn) | -7% | -17% | i | 0% | -1% | -0.7% | -0.2 | 0% | -2%
CC(O)CNc1nc2ccccc2n1CC(=O)NCCc1ccc(Cl)cc1 (stereo not drawn) | 1% | 6% | i | 21% | -5% | 2.6% | -2.6 | 1% | -1%
Cc1ccc2nc3c(cc2c1)c(C)nn3-c1ccccc1 | -2% | -13% | i | u | -24% | 3.8% | 0.3 | u | -5%
Cc1cc(OCc2cc(C(=O)NCc3csc(C(C)C)n3)no2)cc(C)c1Cl | -2% | 17% | i | u | 3% | 2.0% | 1.0 | -3% | u

No enrichment for hits; any-hit rate near 4.3%.
